Assay outcomes (PubChem)
V1R ag counter: activates human V1a receptor in oxytocin agonist counter-screen. P37288. CHO-V1R cells, Fluo-8 calcium fluorescence, agonist mode; 0% DMSO, 100% 3 nM vasopressin. activation, % at 3 µM. 0.25% of 320,000 active. AID 2797;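 active means activation above the mean activation of all tested compounds plus 3 SD, per screening run, cut at about 20% in these data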;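 further: signal is peak over basal fluorescence ratio across a 100 second FLIPR read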
Target sequence (P37288 whole entry, looked up): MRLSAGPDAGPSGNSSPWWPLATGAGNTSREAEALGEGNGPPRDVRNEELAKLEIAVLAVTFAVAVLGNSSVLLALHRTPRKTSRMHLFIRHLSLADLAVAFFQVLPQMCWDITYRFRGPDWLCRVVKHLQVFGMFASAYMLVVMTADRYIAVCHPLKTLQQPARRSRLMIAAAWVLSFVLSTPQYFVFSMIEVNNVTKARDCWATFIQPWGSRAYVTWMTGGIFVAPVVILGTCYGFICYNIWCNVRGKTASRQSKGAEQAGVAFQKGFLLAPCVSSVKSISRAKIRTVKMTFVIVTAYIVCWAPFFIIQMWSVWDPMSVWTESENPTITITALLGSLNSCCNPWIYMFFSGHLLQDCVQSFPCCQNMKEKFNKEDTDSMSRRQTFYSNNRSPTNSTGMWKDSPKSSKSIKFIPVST
OXTR potentiate: potentiates the human oxytocin receptor response | P30559 | 0.061% of 320,000 active | CHO-OTR cells, Fluo-8 calcium fluorescence, potentiator mode; 0% = oxytocin EC15, 100% = EC100 | AID 2445 | activation, % at 3 µM;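 active means activation above that plate's cutoff, the mean activation of tested compounds plus 3 SD, cut at about 6.6% in these data, passing the limit was not always enough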;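 further: 100% uses oxytocin at 75 nM as the full agonist control; some results filed as inactive read as strong as hits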
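System: human OTR in CHO cells; Also added: sub-maximal oxytocin, roughly EC15; Timing: compound 6 min at room temperature before oxytocin, 100 s read; Technique: Fluo-8 intracellular calcium fluorescence, ex 470-495, em 515-575 nm; Controls: oxytocin EC15 low and EC100 high; Replication: singlicate.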
CHO-K1 Ca antag: M1 antagonist counterscreen hit in parental CHO-K1 cells | ATP-induced calcium, Fluo-8 fluorescence | inhibition, % at 3 µM | 0.6% of 360,000 active | AID 602250;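 active means inhibition above a per-plate cutoff, the plate's mean sample inhibition plus 3 SD, cut at about 24% in these data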;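 further: 0% = DMSO plus EC80 ATP and 100% = DMSO alone without ATP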
OXTR agonist: agonists of human oxytocin receptor; P30559; CHO-OTR cells, Fluo-8 calcium fluorescence; normalized: DMSO 0%, oxytocin 100%; activation, % at 3 µM; 0.32% of 320,000 active; AID 2435;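 active means activation above the mean of all tested compounds plus 3 SD, cutoff set per screening run, cut at about 20% in these data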;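 further: peak over basal fluorescence ratio from a 100 s FLIPR kinetic read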
CHO-K1 Ca ag: counter-screen for M1 agonists: effect in parental CHO-K1 cells; Fluo-8 calcium fluorescence; scaled to maximal ATP response, vehicle zero; activation, % at 3 µM; 0.48% of 360,000 active; AID 602248; in the data active means activation above about 15%;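 further: untransfected CHO-K1 host cells lacking M1 receptor as counterscreen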
CHO-K1 Ca PAM: nonselective activator or artifact in parental CHO-K1 calcium assay; AID 602247; ATP EC20, Fluo-8 calcium fluorescence; 0% at ATP EC20, 100% at ATP max; activation, % at 3 µM; 0.02% of 360,000 active;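 active means activation above the run cutoff, the mean activation of all test compounds plus 3 SD, cut at about 40% in these data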;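 further: peak over basal fluorescence ratio in a 140 s read after ATP addition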
CHO parental Ca: signal in parental CHO cells, OX1R antagonist counter-screen; parental CHO-K1, ATP-induced calcium, Fluo-8 fluorescence; inhibition, % at 5.6 µM; 0.63% of 330,000 active; AID 463079;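 active means inhibition above that plate's mean sample inhibition plus 3 SD, cut at about 26% in these data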;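 further: 0% = ATP-challenged DMSO wells and 100% = DMSO wells without ATP; some compounds past the cut are filed as inactive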
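Assay system: parental CHO cells; Read-out basis: percent inhibition of ATP-evoked calcium rise, normalized to controls; Benchmarks: ATP and no-ATP DMSO wells; Compound dosing: single nominal dose of 5.6 µM per compound; Signal: Fluo-8 calcium dye fluorescence; Also added: ATP as calcium-mobilizing challenge; Repeats: singlicate.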
GPR7 antagonist: blocks human GPR7 receptor signaling. P48145. 1.1% of 290,000 active. GPR7-expressing cells, fluorescence antagonist assay. inhibition, % at 4.4 µM. AID 1861; in the data active means inhibition above about 16%, passing the limit was not always enough;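 further: cells stimulated with the agonist NPW; 0% = agonist with vehicle and 100% = vehicle without agonist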
Target sequence (P48145 whole entry, looked up): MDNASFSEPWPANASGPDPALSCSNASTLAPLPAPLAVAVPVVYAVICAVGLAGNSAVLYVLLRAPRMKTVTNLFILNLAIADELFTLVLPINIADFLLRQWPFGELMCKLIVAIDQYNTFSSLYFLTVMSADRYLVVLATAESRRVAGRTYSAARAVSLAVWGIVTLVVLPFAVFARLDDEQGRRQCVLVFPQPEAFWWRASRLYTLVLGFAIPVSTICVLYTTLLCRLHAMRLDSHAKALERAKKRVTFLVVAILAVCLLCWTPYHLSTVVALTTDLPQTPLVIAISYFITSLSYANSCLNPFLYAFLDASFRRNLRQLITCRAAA
TAAR1 antagonist: human TAAR1 antagonism. Q96RJ0. AID 624466. CHO RD-HGA16 TAAR1, Fluo-8 calcium fluorescence, antagonist. 1.5% of 360,000 active. inhibition, % at 3 µM;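 active means inhibition above a per-plate cutoff, the mean inhibition of test compounds on that plate plus 3 SD, cut at about 49% in these data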;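 further: 0% = DMSO plus EC80 beta-PEA response and 100% = DMSO alone without agonist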
Target sequence (Q96RJ0 whole entry, looked up): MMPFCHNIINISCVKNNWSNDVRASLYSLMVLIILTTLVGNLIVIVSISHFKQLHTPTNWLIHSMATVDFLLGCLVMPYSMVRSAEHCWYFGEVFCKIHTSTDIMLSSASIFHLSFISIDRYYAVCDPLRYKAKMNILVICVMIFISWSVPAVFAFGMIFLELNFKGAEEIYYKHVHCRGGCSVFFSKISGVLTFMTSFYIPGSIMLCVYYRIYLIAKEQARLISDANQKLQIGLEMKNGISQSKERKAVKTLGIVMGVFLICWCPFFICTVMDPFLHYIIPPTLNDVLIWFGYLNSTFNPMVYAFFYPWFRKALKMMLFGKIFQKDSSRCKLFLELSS
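Material: RD-HGA16 CHO cells with stable hTAAR1 and Gα16; Dosing: single nominal final test compound concentration of 3 µM; Schedule: seeding 17-24 h prior, 75-min 37 °C, 30-min RT dye loading; Detection: kinetic Fluo-8 calcium fluorescence measurement; Measure: % inhibition from peak post-agonist over basal fluorescence ratio; Benchmarks: vehicle and agonist controls.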
Starred values were filed as active, the others as inactive; x = not tested or not shown. This is a random part of the collection; 3.5% or so of the library scored in one or more.

SMILES	V1R ag counter	OXTR potentiate	CHO-K1 Ca antag	OXTR agonist	CHO-K1 Ca ag	CHO-K1 Ca PAM	CHO parental Ca	GPR7 antagonist	TAAR1 antagonist
CSc1ccc(-c2nc(CN(C)C3CCOC3)c(C)o2)cc1 (stereo unspecified)	1.0	2	-12	0.6	0.4	17	-17	-6	-4
CCCCN(C)CCCNC(=O)CCn1nc(-c2ccccc2)ccc1=O	0.4	2	-11	-0.3	0.6	18	-8	-9	-1
CC1(C)CC[C@]2(CO)[C@@H](O)C[C@]3(C)C(=CCC4[C@@]5(C)CC[C@H](O)C(C)(C)C5CC[C@]43C)[C@@H]2C1 (stereo partly specified)	0.2	2	x	9.5	x	x	-14	x	x
Cc1ccc(S(=O)(=O)N2CCN(C(=O)C3CCN(c4ncnc5sc(C)c(C)c45)CC3)CC2)c(C)c1	x	x	-13	x	-0.3	10	x	x	21
COc1cc(OC)cc(C(=O)Nc2ccc(S(=O)(=O)N(C)C)cc2)c1	0.1	7	-6	-0.7	1.0	20	-4	-12	9
Cc1ccc(S(=O)(=O)N(CC(O)CN2C(=O)NC(C)(C)C2=O)c2cccc([N+](=O)[O-])c2)cc1 (stereo unspecified)	1.9	-9	-13	-0.8	1.3	14	-15	8	-8
COc1ccc(Oc2ncnc3c2oc2ccc(Br)cc23)cc1	-0.2	-5	-7	1.5	-0.2	6	14	x	-4
CCOCc1c(C(=O)Nc2ccc(OC)nc2)oc2ccccc12	-1.1	-5	-2	-0.8	0.4	-7	-23	3	14
CCc1cc2c(cc3c(=O)n(CC(=O)NCCCN4CC(C)CC(C)C4)ncn32)s1 (stereo unspecified)	x	x	-7	x	0.8	17	x	-6	-29
CN(C)c1nc(OCC(=O)NC(C)(C)C)nc(N(C)C)n1	0.3	-2	-1	0.7	0.5	9	-8	-12	0
Cc1ccc(C(C)C)c(OCCNC(=S)Nc2cccc3ccccc23)c1	-0.2	-10	-11	-0.9	-0.6	-14	-20	-13	28
CCCOc1cccc(C2C(C(=O)c3ccco3)=C(O)C(=O)N2c2nnc(C)s2)c1 (stereo unspecified)	18	-3	-18	5.4	1.2	4	25	-10	-13
O=C(N/N=C/c1ccc([N+](=O)[O-])o1)c1cn(-c2ccccc2)nc1-c1ccc(F)cc1	0.3	-4	x	0.4	x	x	-10	0	10
CCNC(=O)C1CCCN(C(=O)Cc2cccs2)CC1 (stereo unspecified)	x	x	10	x	-0.3	-4	x	x	-9
CNC[C@@H]1OCc2ccccc2-c2ccccc2C(=O)N([C@H](C)CO)C[C@@H]1C	x	x	-14	x	-0.1	12	x	x	3
CCOc1ccc(NC(=S)N2CCC(NC(=O)c3ccccc3)CC2)cc1	0.3	-6	-9	-1.4	-0.2	7	3	-7	-12
CC(C)(C)OC(=O)N1CCN(C(=O)Cn2cc(CCO)nn2)CC1	0.8	-8	5	-0.1	0.3	-6	-6	5	2
CC(=O)NCCCNC(=S)NCCCN(Cc1ccc(Cl)cc1)c1ccc(Br)cn1	x	x	6	x	2.3	3	x	x	35
CCN(CC)c1ccc(NC(=O)CCc2nnc3ccc(N4CCCC4)nn23)c(C)c1	0.1	-11	-5	-1.0	2.4	15	-17	-8	-8
CC(C)C[C@@H]1COc2cccc(N3CCC[C@H]3CO)c2S(=O)(=O)N1	x	x	-8	x	0.0	-4	x	x	-22
O=C1N=C2SCCN2/C1=C\c1c(Cl)cccc1Cl	0.8	-13	-9	-1.3	-0.1	0	-20	0	11
CC(Nc1cccc2ccccc12)C(=O)N/N=C/c1ccccn1 (stereo unspecified)	-0.2	1	-4	0.3	-0.5	0	-11	3	1
CNc1ncc(C(=O)c2ccc(-c3ccccc3)cc2)s1	-0.3	-13	-8	-0.8	2.1	11	4	-7	-23
CCC(=O)Nc1ccc2c(c1)C(=O)N(C)C2=O	0.1	-17	13	0.7	-0.5	-6	2	2	-10
Cc1ccc(N2CC(C(=O)NCCN3CCOCC3)CC2=O)cc1C (stereo unspecified)	0.1	-12	-10	-0.2	1.0	-1	1	-7	1
COC(=O)C1=C(C)N(CC2CC2)C(=NCc2cccc(C(F)(F)F)c2)N[C@H]1c1ccccc1	1.6	-1	-9	7.1	2.7	10	-8	x	x
CCc1cc(CC)c(/C=N/NC(N)=O)c(CC)c1	-1.1	-14	18	-2.6	-0.7	-17	-17	0	-10
COc1ccc(NC(=O)CN(C)CC(=O)Nc2cccc(F)c2)cc1Cl	2.4	-6	-13	3.5	8.0	18	-4	5	1
CC(=O)c1ccc(OCCOc2ccc(C#N)cc2)cc1	1.1	-5	-4	1.4	2.7	-4	-2	4	27
Cn1nccc1C(=O)OCC(=O)Nc1nc(-c2ccccc2)cs1	4.6	-3	-6	1.5	4.6	14	-10	9	10
COc1ccc(NC(=O)CSc2nncn2C)cc1	0.9	-7	-9	0.7	0.7	14	6	3	-4
COCC(C)NC(=O)c1cc2cc(OC)ccc2[nH]1 (stereo unspecified)	0.9	3	-17	-0.3	1.0	6	-9	-8	-9
N#C/C(=C\c1ccc(F)cc1F)S(=O)(=O)c1ccccn1	-0.2	2	-5	1.2	0.0	0	-20	-12	-12
S=C(Nc1ccc(Cl)cc1)c1nc2ccccc2[nH]1	-0.9	-5	1	-1.9	0.0	14	-8	-5	-1
S=c1[nH]ncn1/N=C/c1ccc(Br)cc1	-0.8	0	-4	-1.8	0.6	9	-8	1	-3
COc1cc(OC)cc(C(=O)NCC(=O)OCC(=O)/C=C2/N(C)c3ccccc3C2(C)C)c1	2.1	-22	-6	-2.2	7.5	7	-9	-5	37
Cc1ccc(-n2nc(-c3cccs3)cc2C(=O)NCC2CCCO2)c(C)c1 (stereo unspecified)	-1.0	2	0	-2.2	0.3	17	-12	-4	-13
N#Cc1c(N)n(Cc2ccccc2)c(=O)c2cc([N+](=O)[O-])ccc12	1.6	-8	-11	2.1	2.0	6	0	9	22
CCc1ccc(NC(=O)CSc2nc(=O)n(CCCN(C)C)c3c2CCC3)cc1	-0.5	-6	1	1.3	4.3	3	-10	x	-15
COc1ccc(N2C(=O)/C(=C\c3ccco3)N=C2SCC(N)=O)cc1Cl	1.3	-5	-8	0.5	1.1	5	4	-1	15
O=C(CCNC(=O)c1ccc(Cl)cc1)Nc1ccc(S(=O)(=O)N2CCCCC2)cc1	-0.2	-5	14	-1.0	-0.4	-23	-5	x	-21
CCN1C(=O)N(CC)c2cccc3cccc1c23	-1.4	11*	-11	-2.3	0.1	11	-23	-15	2
O=C(COC(=O)c1cc[n+]([O-])cc1)Nc1ccc(Br)cc1	-0.3	0	-18	0.4	1.2	17	-11	x	3
CC(=O)C1=C(O)C(=O)N(c2nccs2)C1c1ccccc1F (stereo unspecified)	1.4	-1	1	1.8	2.4	4	3	-6	0
CC(=O)CSc1cc(-c2ccccc2)nc2ncnn12	-0.7	5	3	0.1	1.2	9	-13	-6	-21
CN(C)C(=O)c1cc(C(=O)c2ccccc2F)c[nH]1	6.1	-7	-3	-0.2	0.4	-5	4	5	-3
O=C1C2C3C=CC(C2C(=O)N1CCO)C1C(=O)N(CCO)C(=O)C31 (stereo unspecified)	0.2	-2	-12	0.6	2.5	13	-1	-10	11
Cc1cccc(/C=C/C(=O)c2ccc(NC3=NCCCS3)cc2)c1	2.2	-4	-3	1.3	3.6	17	-12	6	9
CC(OC(=O)c1ccc(F)c(S(=O)(=O)N2CCOCC2)c1)C(=O)NC1CCCC1 (stereo unspecified)	x	x	27*	x	-0.2	-11	x	x	-31
COc1ccccc1N1CCN(C(=O)Cn2c(=O)oc3cc(S(=O)(=O)N4CCCC4)ccc32)CC1	2.5	-10	1	-1.2	1.3	17	0	-9	2

2 records drawn at random from those above, as already listed:
SMILES	V1R ag counter	OXTR potentiate	CHO-K1 Ca antag	OXTR agonist	CHO-K1 Ca ag	CHO-K1 Ca PAM	CHO parental Ca	GPR7 antagonist	TAAR1 antagonist
COc1ccccc1N1CCN(C(=O)Cn2c(=O)oc3cc(S(=O)(=O)N4CCCC4)ccc32)CC1	2.5	-10	1	-1.2	1.3	17	0	-9	2
O=C(CCNC(=O)c1ccc(Cl)cc1)Nc1ccc(S(=O)(=O)N2CCCCC2)cc1	-0.2	-5	14	-1.0	-0.4	-23	-5	x	-21

Remaining list, next part.
SMILES	V1R ag counter	OXTR potentiate	CHO-K1 Ca antag	OXTR agonist	CHO-K1 Ca ag	CHO-K1 Ca PAM	CHO parental Ca	GPR7 antagonist	TAAR1 antagonist
Cc1ccc(C(C(=O)NC2CCCCC2)N(Cc2ccco2)C(=O)Cn2cnc3ccccc32)cc1 (stereo unspecified)	-0.3	-9	8	-2.3	-0.1	9	-33	5	1
O=C(NCCc1ccncc1)c1ccc2nc(Cc3cccc(Cl)c3)oc2c1	4.5	-11	6	0.5	14	2	7	1	9
N#C/C(=C/N1CCOCC1)c1ccccc1	0.0	-8	-18	0.5	1.0	21	-12	-5	11
COc1ccc(C(CC(=O)N2CCCC2)c2c(O)cc(OC)cc2OC)cc1 (stereo unspecified)	0.2	-6	-11	-0.1	0.8	5	-12	x	-9
CN(C)c1ccc(C=c2c3cc(O)ccc3n3c2cc(-c2ccccc2)[n+]3C)cc1	x	x	-11	x	-0.3	6	x	x	-7
Cc1ccc(S(=O)(=O)N2CC[C@@H]2C(=O)O)cc1	0.4	3	-3	1.1	1.0	6	-7	x	1
Cc1cccc(C(=O)N2CCC(=O)N(C(COCc3cccc(C(F)(F)F)c3)Cc3ccccc3)CC2)c1 (stereo unspecified)	1.8	-20	-5	-1.6	-0.5	-3	-24	3	39
Cn1c(N2CCN(C(=O)Nc3ccc(F)cc3)CC2)nc2ccccc21	1.9	-8	8	-0.1	0.8	-3	-23	1	-8
CC(C)(C)c1ccc(NS(=O)(=O)c2ccc(N)cc2)cc1	6.9	-18	-2	2.5	2.2	7	10	-13	-6
O=C(Cc1ccc(Cl)cc1)NCCc1c[nH]c2ccccc12	4.0	-3	-13	2.1	3.6	-6	-8	-6	4
CCCCn1nc2cc(C(=O)NCc3ccc4c(c3)OCO4)ccc2c1OCC	-1.2	3	16	-2.1	-1.2	-16	-18	0	-22
COc1cccc(NC(=O)CSc2nnc(C3CCCCC3)n2N)c1	-0.4	1	-10	-0.3	-0.3	25	-13	x	11
CC1=CC(=Nc2c(C)n(C)n(-c3ccccc3)c2=O)C=CC1=O	1.1	-3	x	3.7	x	x	-3	-29	x
CC(C)N(CC#CCC(O)(c1ccccc1)c1ccccc1)CCO	x	x	7	x	-0.5	-6	x	-3	1
COc1ccc(COc2cc(-c3cccc(OC)c3)nc3ccc(N)cc23)cc1	-1.2	-14	-12	-2.2	2.1	17	-19	19	37
O=C(CN(C(=O)CNC(=O)c1cccs1)c1ccccc1F)NC1CCCC1	1.1	-3	-18	0.7	2.7	9	-7	-6	-17
Clc1ccc(CN2CCN(/N=C/c3ccco3)CC2)cc1	0.0	1	-14	0.8	0.6	-8	-3	-4	-11
